Bioassay records: PubChem, National Center for Advancing Translational Sciences (NCATS)
GLA spleen mod – alpha-galactosidase A (human) modulation | 240,000 tested, 0.008% active | Potency, µM (top dose mostly 80 µM), inactives show at the top dose activity change, negative = inhibition, hits mostly inhibitors | human spleen homogenate, 4MU-alpha-Gal fluorescence, 40 min;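 also: 0% = enzyme with vehicle and -100% = no enzyme basal signal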
Target sequence (P06280 32-429 limits assumed): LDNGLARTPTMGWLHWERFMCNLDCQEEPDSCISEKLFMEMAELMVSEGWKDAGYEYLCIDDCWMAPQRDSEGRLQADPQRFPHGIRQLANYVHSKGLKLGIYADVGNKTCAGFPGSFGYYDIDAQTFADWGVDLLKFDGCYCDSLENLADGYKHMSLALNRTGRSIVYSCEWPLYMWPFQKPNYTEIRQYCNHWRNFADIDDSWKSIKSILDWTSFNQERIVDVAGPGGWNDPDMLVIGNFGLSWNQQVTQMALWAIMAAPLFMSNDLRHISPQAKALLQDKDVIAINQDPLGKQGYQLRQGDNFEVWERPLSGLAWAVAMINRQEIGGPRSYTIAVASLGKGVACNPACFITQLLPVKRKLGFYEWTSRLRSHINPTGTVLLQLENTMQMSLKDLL
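Human spleen homogenate (1 ug) was the enzyme source, with 4-methylumbelliferyl-alpha-D-galactopyranoside (1 mM final) in pH 5.0 citrate buffer with 0.01% Tween-20. Compounds were titrated; after 40 min at 37C, NaOH/glycine stop, 4-MU fluorescence read; AC50 from Hill fits.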
HTT ATP protect – cytoprotection in Huntington HTT-Q103 PC12 cell model | PC12 HTT-Q103 induced, cytoprotection, ATP luminescence, 40 h | Potency, µM (top dose mostly 56.4 µM), without a hit: cytoprotection (ATP increase), hits mostly activators | 230,000 tested, 0.14% active | AID 1471;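 also: % of control where 0% means no effect; nearly all actives have a fitted effect of over 45% in size; toxic huntingtin expression switched on by the ecdysone agonist tebufenozide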
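Compounds added alongside 100 nM tebufenozide, which induces toxic Q103 huntingtin exon 1-GFP in stable PC12 cells; surviving cells quantified by luminescent ATP measurement. Medium: phenol red-free DMEM, 5% equine and 5% calf serum.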
Tau fluor counter – counter-screen for tau fibril formation inhibitors. tau K18 P301L Alexa594 fluorescence, heparin fibrillization. Potency, µM (series often up to 57.7 µM), for inactives: at the highest dose activity change, negative = decrease. 280,000 tested, 0.93% active; also: % is scaled to controls: 0 for no effect and ±100 for the full control effect; nearly all actives have a fitted effect of over 55% in size
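Human tau K18 P301L (15 uM unlabeled, 0.24 uM Alexa 594-labeled) in 100 mM sodium acetate pH 7 with 20 uM heparin, 6 hr at 37 C. ThT 30 uM added, 1 hr ambient; Alexa 594 FP and total fluorescence read at 555/632 nm.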
Tau FP inhib – blocks human tau fibril formation measured by polarization. P10636. Potency, µM (series often up to 57.7 µM), for the others: top-dose activity, negative = inhibition, hits mostly inhibitors. 280,000 tested, 0.39% active. K18 P301L tau heparin fibrillization, Alexa594 FP, 6 h. AID 1468; also: % is scaled to controls: 0 for no effect and ±100 for the full control effect; nearly all actives have a fitted effect of over 55% in size
Target sequence (P10636 561-689 P618L limits assumed): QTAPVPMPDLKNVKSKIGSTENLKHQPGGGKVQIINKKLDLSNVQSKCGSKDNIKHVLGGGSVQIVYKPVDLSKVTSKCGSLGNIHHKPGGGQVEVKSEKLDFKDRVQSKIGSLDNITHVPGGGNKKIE
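Read-out: fluorescence polarization of Alexa 594-labeled tau (0.24 uM), 555 nm excitation, 632 nm emission. Mixtures held 15 uM unlabeled K18 P301L, compound and 20 uM heparin, pH 7 acetate buffer, incubated 6 hr at 37 C.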
GAA inh – blocks human lysosomal alpha-glucosidase. 200,000 tested, 0.005% active. Potency, µM (top dose mostly 76.9 µM), without a hit: top-dose activity change, negative = inhibition, actives largely listed as inhibitors. AID 1466. purified human GAA, 4-MU-alpha-glucoside fluorescence;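 also: plate controls were uninhibited enzyme wells for no effect and no-enzyme background for full effect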
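Read-out is 4-methylumbelliferone fluorescence (Ex 365/Em 440 nm) after NaOH/glycine stop at pH 10. Enzyme 4 nM, substrate 400 uM, pH 5.0 citrate buffer, 20 min room temperature; AC50 from Hill-equation concentration-response.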
GAA glycogen mod – GAA glycogen-cleavage inhibition or activation; 300,000 tested, 0.38% active; Potency, µM (highest dose often 76.4 µM), inactives show top-dose activity change, negative = inhibition, usual class: inhibitors; recombinant GAA, glycogen substrate, Amplex Red glucose oxidase fluorescence; P10253;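 also: 0% = full enzyme reaction and -100% = no-enzyme basal signal; the screen sought inhibitors and activators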
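Recombinant enzyme (4 nM final) with compounds titrated up to 77 uM and bovine liver glycogen (30 ug) in citrate pH 5.0, 0.01% Tween-20, 37 C 40 min. Released glucose detected by Amplex Red/glucose oxidase (Ex 573/Em 610); AC50 from Hill fits.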
aGlu spleen mod – inhibits or activates alpha-glucosidase in human spleen homogenate. 240,000 tested, 0.006% active. AID 2112. P10253. Potency, µM (highest dose often 79.9 µM), without a hit: top-dose activity change, negative = inhibition, actives largely listed as inhibitors. human spleen homogenate, 4-MU-alpha-glucoside fluorescence;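 also: 0% = enzyme with vehicle and -100% = no enzyme basal signal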
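Human spleen homogenate (1 ug) with 4-methylumbelliferyl-alpha-D-glucopyranoside (1 mM final) in 50 mM citrate/phosphate pH 5.0, 0.01% Tween-20; 40 min at 37 C. Stopped at pH 10; 4-MU fluorescence Ex 365/Em 440 nm; AC50 by Hill fit.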
Tau fibril ThT – blocks human tau fibril formation measured by thioflavin T. P10636. recombinant tau K18 P301L, heparin-induced fibrillization, ThT fluorescence. Potency, µM (highest dose often 57.4 µM), for the others: at the highest dose activity, negative = inhibition, actives largely listed as inhibitors. 270,000 tested, 2.1% active; also: % is scaled to controls: 0 for no effect and ±100 for the full control effect; nearly all actives have a fitted effect of over 55% in size
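Using a mix of unlabeled (15 uM) and Alexa 594-labeled (0.24 uM) tau K18 P301L, heparin-triggered fibrillization over 6 hr at 37 C was scored by ThT fluorescence.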
An asterisk follows results filed as active; u = inconclusive; x = no result given; & = joins results of further samples; [ ] = dose if it differs, or a comment. Calls follow the shape of the dose curve; as a rule, active = well fitted curve in the direction sought with a large enough effect; inconclusive = small, poorly fitted or top-dose-only effect, or another doubt; inactive = no such curve, though single readings can be large; an effect the other way counts as inactive or inconclusive. Potency is read from the fitted curve at half-maximal effect.

SMILES	GLA spleen mod	HTT ATP protect	Tau fluor counter	Tau FP inhib	GAA inh	GAA glycogen mod	aGlu spleen mod	Tau fibril ThT
NNS(=O)(=O)c1ccc(N2CCCC2=O)c([N+](=O)[O-])c1	-1%	x	3%	-3%	-9%	6%	2%	0%
O=C(N/N=C/c1ccc(O)c(O)c1)C1c2ccccc2Oc2ccccc21	0%	-24%	u	5%	0%	14µM*	-11%	u
Cc1cc(N2CCC(C)CC2)nc(NCc2ccccc2)n1	5%	x	-1%	7%	-9%	-3%	8%	1%
CCN(CC)c1ccc(/C=N/NS(=O)(=O)c2cccc([N+](=O)[O-])c2)cc1	-5%	-4%[10 µM]	u	u	-13%	-24%	-15%	u
Cc1ccc(C(=O)CN2/C(=C(\O)c3ccccc3)C(=O)c3ccccc3S2(=O)=O)c(C)c1	5%	-8%	9%	7%	-1%	-4%	10%	4%
CO[C@@H]1COC(=O)C/C=C\[C@@H](C)[C@@H]2C=C[C@H](O)[C@@H](COC(=O)CCC[C@H]1C)O2	4%[17.5 µM]	-15%[10 µM]	-6%[11.6 µM]	-1%[11.6 µM]	x	x	-9%[17.4 µM]	-5%[11.5 µM]
CN(C)CCCN(Cc1ccccc1)C(=S)Nc1ccc(OC(F)F)cc1	2%	1%[10 µM]	-6%	0%	-4%	11%	-8%	-6%
Cc1cc(=O)n2nc(N3CCCC(C(=O)NC(C)c4ccccc4)C3)sc2n1 (configuration not stated)	0%	5%	-12%	-2%	-4%	15%	2%	-7%
CN(CCNC(=O)c1ccc(/C=N/O)nc1)Cc1ccccc1	-9%	-11%[10 µM]	-5%	-11%	-6%	0%	-24%	-5%
CCN(CC)C(=O)CSc1nnc(-c2ccncc2)n1N	-3%	-13%	-1%	2%	0%	-2%	-22%	-5%
COc1cccc(C(C(=O)NC(C)(C)C)N(CC(C)C)C(=O)CCC(=O)Nc2cc(C)on2)c1OC (configuration not stated)	-5%	x	-3%	0%	6%	9%	-14%	-6%
O=C(Nc1nccs1)c1ccc(Cl)c(S(=O)(=O)N2CCOCC2)c1	-3%	3%[10 µM]	-2%	1%	-3%	6%	-13%	0%
O=C(N/N=C/c1cccs1)c1cncc(Br)c1	4%	-15%	-14%	2%	-6%	0%	-2%	u
CCC(CC)C(=O)N1CCN(Cc2ccc3c(c2)OCO3)CC1	-2%	-18%	-9%	-6%	1%	1%	-6%	-18%
O=c1c2ccccc2[nH]c(=S)n1-c1cccc(S(=O)(=O)N2CCCC2)c1	0%	34%[10 µM]	-16%	-14%	-3%	14%	-3%	-4%
CCOC(=O)C1CCN(c2c(NCc3ccc(C(=O)NCCOC)cc3)c(=O)c2=O)CC1	3%	-2%	-7%	-7%	0%	-9%	2%	-5%
O=C(CSc1ncnc2c1oc1ccccc12)Nc1cccc(Cl)c1	6%	-4%[0.074 µM]	-18%	u	u	-16%	4%	12%
O=C1CCC(C(=O)N2CCCC(C(=O)c3ccc4c5c(cccc35)CC4)C2)=NN1 (configuration not stated)	-1%	-27%[10 µM]	0%	1%	-1%	7%	1%	7%
Cc1ccc(C(=O)O/N=C(\N)Cc2ccc([N+](=O)[O-])cc2)c(Cl)c1	21%	-3%[10 µM]	u	3%	x	-9%	0%	-20%
COCC(=O)N/N=C/c1ccc(Sc2nc3ccccc3s2)o1	3%	-17%	-14%	-5%	0%	6%	-1%	-16%
CC(C)CC(=O)NC(=S)Nc1ccc(S(=O)(=O)Nc2nccs2)cc1	3%	5%[10 µM]	-3%	0%	-2%	7%	-7%	0%
CC(C)OCC(O)CN1CCNCC1 (configuration not stated)	3%	18%	5%	0%	4%	2%	-4%	2%
NCC(=O)Nc1ccc(Cl)cc1C(=O)c1ccc[nH]1	2%	6%&-15%[10 µM]	u	16%	x	2%	4%	-5%
COc1ccc(NC(=O)CSc2nc3c(c(=O)[nH]2)CN(Cc2ccccc2)CC3)cc1Cl	x	x	-21%	-8%	x	15%[76.3 µM]	x	4%
CN1CCCC(C(=O)C(C#N)c2ccccc2)C1 (configuration not stated)	-1%	0%	0%	3%	-18%	-8%	-6%	-6%
COc1ccc(C(=O)NC(=S)NC(C)(C)C)cc1Br	-3%	1%	-24%	-11%	-2%	-12%	-3%	u
O=C(c1cccc(Cl)c1)N1CCN(CCc2ccncc2)CC1	x	x	-2%	-6%	x	-1%[76.3 µM]	x	-5%
O=C(NCc1ccc(Cl)cc1)C1CCC(CNS(=O)(=O)c2ccccc2)CC1 (configuration not stated)	x	x	5%	19%	x	3%	x	3%
Cc1cc(C)n2nc(-c3ccc(F)cc3)nc2n1	-7%	-32%	4%	3%	-12%	5%	6%	3%
Cc1cccc(NC(=O)CS(=O)(=O)c2nc(-c3ccccc3)cn2-c2cccc(Cl)c2)c1C	x	x	-24%	-21%	x	-4%[76.3 µM]	x	-4%
CCOC(=O)CC1COc2ccccc2N1C(=O)c1ccc(F)cc1 (configuration not stated)	-1%	-21%[10 µM]	1%	-1%	-2%	0%	2%	0%
Cc1onc(-c2ccccc2)c1C(=O)N(Cc1ccco1)Cc1cccs1	3%	-10%	-3%	8%	-4%	-11%	-7%	-12%
CC(=O)Nc1ccc(OCC(=O)NC(C)C(C)C)cc1 (configuration not stated)	9%	-6%	-5%	-1%	4%	-3%	8%	-4%
CC(C)c1ccc(Nc2nnc(SC3CCOC3=O)s2)cc1 (configuration not stated)	6%	x	-19%	11%	-1%	11%	3%	-1%
Cc1cccc(C(C)C)c1NC(=O)c1cccnc1	-4%	9%	1%	5%	-7%	4%	-8%	2%
Cc1c(NC(=O)CN2C(=O)c3ccccc3C2=O)c(=O)n(-c2ccccc2)n1C	-20%	-19%	-7%	7%	-1%	-16%	-3%	u
O=C(N/N=C/c1ccccc1O)C(=O)Nc1ccccn1	-5%	-1%[10 µM]	-13%	-7%	-2%	11%	1%	-15%
FC(F)(F)c1cccc(OCCOCCn2cncn2)c1	-2%	-10%[10 µM]	6%	1%	3%	2%	-1%	1%
Cc1[nH]nc2ncc(C(=O)c3ccccc3O)cc12	2%	20µM*	-3%	-4%	0%	-1%	2%	-3%
COc1cccc([C@H]2Nc3ccc(S(=O)(=O)Nc4cc(C)ccc4C)cc3[C@H]3C=CC[C@H]32)c1	x	x	u	4%	x	5%[76.3 µM]	x	u
O=C1/C(=C\c2ccco2)SC(=S)N1C1CCS(=O)(=O)C1 (configuration not stated)	9%	6%[10 µM]	u	u	-1%	8%	-1%	25µM*
COc1ccc(NC2c3ncccc3C(=O)N2Cc2cccs2)cc1 (configuration not stated)	0%	-105%	-2%	8%	7%	-19%	-9%	-7%
COc1cccc(C(c2nnnn2CC2CCCO2)N2CCN(C(=O)c3ccco3)CC2)c1OC (configuration not stated)	0%	x	-2%	0%	12%	5%	0%	5%
Cc1cc(C)nc(SCc2nnc(SCC(N)=O)o2)n1	6%	25%[10 µM]	3%	0%	u	-6%	-13%	1%
CCOC(=O)CCCSc1nc(-c2ccc3c(c2)OCO3)cc(C(F)(F)F)c1C#N	2%	3%[10 µM]	-2%	-10%	u	2%	-10%	5%

Reformatted with values under each structure: ten of the compounds above.
Below each compound – GLA spleen mod	HTT ATP protect	Tau fluor counter	Tau FP inhib	GAA inh	GAA glycogen mod	aGlu spleen mod	Tau fibril ThT
CCOC(=O)CC1COc2ccccc2N1C(=O)c1ccc(F)cc1 (configuration not stated)
    -1%	-21%[10 µM]	1%	-1%	-2%	0%	2%	0%
Cc1onc(-c2ccccc2)c1C(=O)N(Cc1ccco1)Cc1cccs1
    3%	-10%	-3%	8%	-4%	-11%	-7%	-12%
CC(=O)Nc1ccc(OCC(=O)NC(C)C(C)C)cc1 (configuration not stated)
    9%	-6%	-5%	-1%	4%	-3%	8%	-4%
CC(C)c1ccc(Nc2nnc(SC3CCOC3=O)s2)cc1 (configuration not stated)
    6%	x	-19%	11%	-1%	11%	3%	-1%
Cc1cccc(C(C)C)c1NC(=O)c1cccnc1
    -4%	9%	1%	5%	-7%	4%	-8%	2%
Cc1c(NC(=O)CN2C(=O)c3ccccc3C2=O)c(=O)n(-c2ccccc2)n1C
    -20%	-19%	-7%	7%	-1%	-16%	-3%	u
O=C(N/N=C/c1ccccc1O)C(=O)Nc1ccccn1
    -5%	-1%[10 µM]	-13%	-7%	-2%	11%	1%	-15%
FC(F)(F)c1cccc(OCCOCCn2cncn2)c1
    -2%	-10%[10 µM]	6%	1%	3%	2%	-1%	1%
Cc1[nH]nc2ncc(C(=O)c3ccccc3O)cc12
    2%	20µM*	-3%	-4%	0%	-1%	2%	-3%
COc1cccc([C@H]2Nc3ccc(S(=O)(=O)Nc4cc(C)ccc4C)cc3[C@H]3C=CC[C@H]32)c1
    x	x	u	4%	x	5%[76.3 µM]	x	u
